FUS yeast rescue = suppressors of FUS proteinopathy in yeast. S. cerevisiae FUS-expressing, growth rescue, OD600, 24 h. Potency, µM (highest dose often 76.6 µM), for the others: top-dose growth rescue (activation), usual class: activators. 390,000 tested, 0.24% active. AID 1347120;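 further: potency means the concentration at half of the fitted maximal effect; plate controls were DMSO vehicle for no effect and reference control for full effect; nearly all actives have a fitted effect of over 55% in size; some results filed as inactive show a strong effect at the top dose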
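Cultures pregrown in 2.5% raffinose medium are shifted to minimal medium containing 2% galactose to express toxic FUS. Compounds are tested at several concentrations. After 24hr at 30C, growth is quantified at 600 nm absorbance.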
Akt phos inh = Akt phosphorylation inhibition. activity change, % for hits at 50 µM. 360,000 tested, 0.32% active. Neuro2A IGF-stimulated pAkt S473 HTRF, 20 min; hits give low values; in the data active means activity change below about -80%; inconclusive means mostly about -51% to -80%; further: on the % scale 0 is the no-effect control and ±100 the full control effect
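Neuro2A cells (4,500/well, DMEM with 0.5% FBS) were treated with compound at a single 50 µM final concentration, stimulated with 6 nM IGF for 20 min at 37 °C, and lysed. Phospho-Akt Ser473 was read by HTRF as 665/615 ratio ×10^4.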
GLP1R ag = GLP-1 receptor (human) agonism; HEK293 GLP-1R CRE-luciferase, luminescence, 4-6 h; cells express a hypersensitive GLP-1R form; Potency, µM (series often up to 45.6 µM), without a hit: at the highest dose activation, usual class: activators; 380,000 tested, 0.007% active; AID 624172; further: potency means the concentration at half of the fitted maximal effect; % of control where 0% means no effect
TDP-43 yeast inh = rescues yeast growth from TDP-43 toxicity; TDP-43 expressing yeast growth rescue, BacTiter-Glo, 24 h; Potency, µM (titrated, usually from 46.1 µM), inactives show at the highest dose growth rescue (activation), usual class: activators; 410,000 tested, 1.8% active; AID 652104; further: potency means the concentration at half of the fitted maximal effect; % of control where 0% means no effect; nearly all actives have a fitted effect of over 50% in size
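Yeast cells expressing TDP-43 under galactose induction are exposed to compounds for 24 hr at 30 deg C. BacTiter-Glo luminescence measures growth, so protective compounds score as activators.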
PTHR1 agonist = agonists of human PTHR1 parathyroid hormone receptor. Q03431. HEK293 GP2 PTHR1 cells, GloSensor cAMP luminescence, 1 h. Potency, µM (series often up to 115 µM), for inactives: at the top dose activation, hits mostly activators. 410,000 tested, 0.075% active. AID 743266; further: potency means the concentration at half of the fitted maximal effect; nearly all actives have a fitted effect of over 55% in size; some results filed as inactive show a strong effect at the top dose; inactives centre near -15; many of its hits are not listed in these tables
Target sequence (Q03431 whole entry, looked up): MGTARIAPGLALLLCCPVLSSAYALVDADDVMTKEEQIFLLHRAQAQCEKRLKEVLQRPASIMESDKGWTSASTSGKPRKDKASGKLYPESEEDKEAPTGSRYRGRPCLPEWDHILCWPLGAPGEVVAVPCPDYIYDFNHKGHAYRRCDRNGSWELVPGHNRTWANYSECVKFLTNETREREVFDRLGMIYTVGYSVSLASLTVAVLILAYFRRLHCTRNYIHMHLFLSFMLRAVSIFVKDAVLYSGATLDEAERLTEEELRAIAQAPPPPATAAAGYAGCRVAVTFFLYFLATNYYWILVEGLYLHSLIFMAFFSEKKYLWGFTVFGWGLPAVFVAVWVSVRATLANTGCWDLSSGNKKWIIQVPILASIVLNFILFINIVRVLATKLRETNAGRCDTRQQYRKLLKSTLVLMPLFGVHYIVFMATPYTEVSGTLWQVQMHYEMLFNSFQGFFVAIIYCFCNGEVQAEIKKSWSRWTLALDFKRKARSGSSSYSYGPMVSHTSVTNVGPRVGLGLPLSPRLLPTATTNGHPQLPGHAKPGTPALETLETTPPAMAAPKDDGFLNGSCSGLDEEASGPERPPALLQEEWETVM
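HEK-293-derived GP2 cells expressing PTHR1 and a GloSensor cAMP reporter, 3,000/well, plated overnight, given luciferin plus IBMX (each 0.5 mM as added) for 1 h at 37 °C, then compound for 1 h at 37 °C. Luminescence was read after 15 min at room temperature.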
GLP-1R inv ag = inverse agonists of human GLP-1 receptor. Potency, µM (top dose mostly 38.3 µM), without a hit: top-dose activity change, negative = inhibition, most hits filed as inhibitors. AID 624417. HEK293 GLP-1R CRE-luciferase, luminescence, 24 h; GLP-1R form is constitutively active. 410,000 tested, 1.6% active. P43220; further: potency means the concentration at half of the fitted maximal effect; on the % scale 0 is the no-effect control and ±100 the full control effect; nearly all actives have a fitted effect of over 55% in size
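Using stably transfected HEK293 (constitutively active GLP-1R, cAMP-luciferase reporter), compounds were incubated 24 hr and luciferase measured by luminescence.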
aSyn rescue = alpha-synuclein toxicity inhibition in yeast | Yeast expressing alpha-synuclein, growth rescue, BacTiter-Glo, 24 h | Potency, µM (series often up to 46.1 µM), for inactives: at the top dose growth rescue (activation), usual class: activators | 370,000 tested, 0.14% active; further: potency means the concentration at half of the fitted maximal effect; % of control where 0% means no effect; nearly all actives have a fitted effect of over 65% in size
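Galactose-induced alpha-syn yeast (OD600=0.02, raffinose-pregrown) + pinned cpd, 24 hr, 30 deg C; growth by BacTiter-Glo luminescence. Growth restoration scores as activation.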
DRD3 antagonist = antagonists of human D3 dopamine receptor; 360,000 tested, 2.5% active; P35462; D3R cells, DiscoveRx beta-arrestin luminescence, antagonist mode; hits give low values; AID 652054; max response, negative = inhibition, %; in the data active means max response below about -50%; inconclusive means no clear call, values can overlap the other calls; further: on the % scale 0 is the no-effect control and ±100 the full control effect; mostly tested at two doses, the higher about 12 µM
Target sequence (P35462 whole entry, looked up): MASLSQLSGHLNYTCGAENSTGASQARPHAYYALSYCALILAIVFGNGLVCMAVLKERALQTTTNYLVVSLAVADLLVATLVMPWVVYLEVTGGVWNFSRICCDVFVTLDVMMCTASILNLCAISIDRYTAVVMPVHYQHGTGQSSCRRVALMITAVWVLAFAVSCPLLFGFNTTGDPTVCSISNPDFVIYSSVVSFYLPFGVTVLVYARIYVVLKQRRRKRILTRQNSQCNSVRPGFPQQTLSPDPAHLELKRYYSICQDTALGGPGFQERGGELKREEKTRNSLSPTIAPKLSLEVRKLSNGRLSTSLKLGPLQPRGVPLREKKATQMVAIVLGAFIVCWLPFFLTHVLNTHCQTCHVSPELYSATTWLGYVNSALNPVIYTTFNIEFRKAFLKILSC
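Cells plated overnight at 1500 cells/well, then exposed to library compounds with dopamine controls for 90 minutes at 37 degrees C. DiscoveRx reagent added for 30–60 minutes at room temperature; luminescence read, quantitative HTS format.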
Abeta rescue = compounds reversing amyloid beta toxicity in yeast. yeast expressing A-beta42, growth rescue, OD600, 48 h; response scale: 0% DMSO, 100% iron-clioquinol control. Potency, µM (doses to about 46.1 µM), for inactives: at the highest dose growth rescue, hits mostly activators. 410,000 tested, 0.063% active; further: potency means the concentration at half of the fitted maximal effect; nearly all actives have a fitted effect of over 55% in size
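Growth rescue measured by 600 nm absorbance after 48 h yeast culture at 30 C with compound. Values normalized between DMSO and an equimolar ferric chloride plus clioquinol control.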
Starred values were filed as active, the others as inactive; i = inactive; ? = inconclusive; . = not tested or not shown; & = joins results of further samples; [ ] = dose if it differs, or a comment. Unless noted, the call rests on the fitted dose curve; in most records, active means well fitted curve in the direction sought with a large enough effect; inconclusive means small, poorly fitted or top-dose-only effect, or another doubt; inactive means no such curve, though single readings can be large; an effect the other way counts as inactive or inconclusive. Only part of the results is shown, so the mix of outcomes need not match the whole.

SMILES | FUS yeast rescue | Akt phos inh | GLP1R ag | TDP-43 yeast inh | PTHR1 agonist | GLP-1R inv ag | aSyn rescue | DRD3 antagonist | Abeta rescue
Cc1ccc2[nH]c(C)c(/C=N/Nc3nc4ccccc4s3)c2c1 | 42% | i | -5% | ? | -6%[57.5 µM] | ? | 19% | 4 | -41%[inhibitor]
CCc1nn2c(=O)c(S(=O)(=O)Nc3ccc(OC)c(Cl)c3)c(C)nc2s1 | 9% | . | . | 0% | -39%[inhibitor] | 0% | . | . | -5%
CC1CCN(CCOc2ccc(OCc3ccccc3)cc2)CC1 | . | i | 5% | -22% | i | ? | 0% | -7 | -10%
Cc1cccc(NC(=O)Cn2cnc3c(oc4nc5c(cc43)COC(C)(C)C5)c2=O)c1 | -4% | i | -2% | 3% | -36%[inhibitor] | 6% | 2% | 19 | -15%
COc1ccc(CN2CCC3CC2c2cc(Cl)ccc23)cc1 (configuration not stated) | -22% | i | 7% | -4% | 18% | ? | -5% | -59* | -7%
O=C(c1cc(COc2ccc3ncccc3c2)on1)N1CCCC1 | -1% | i | 5% | 6% | -26% | 16% | -4% | 18 | -9%
CCC(C(=O)NC(C)(C)C)N(Cc1ccccc1Cl)C(=O)c1snc(C(N)=O)c1N (configuration not stated) | 7% | i | 22% | 11% | -9% | -24% | 2% | 12 | 14%
O=C(Nc1ccc2c(c1)OCCO2)C1CCCN1S(=O)(=O)c1ccc(Cl)cc1 (configuration not stated) | 5% | -111%* | 2% | 23% | i | -28% | 3% | -7 | 8%
CC1CN(S(=O)(=O)c2cccc(C(=O)Nc3ccccc3N3CCCCC3)c2)CC(C)O1 (configuration not stated) | 37% | i | 16% | 5% | -30%[inhibitor] | ? | -11% | 5 | 8%
COC(=O)c1ccc(C)c(NC(=O)Cc2coc3cc(OC)ccc23)c1 | 24% | i | 11% | 1% | i | 0% | 0% | -12 | 0%
CN(C)c1ncnc2[nH]ncc12 | -12% | i | 9% | -2% | i | 72%[activator] | -1% | 24 | -2%
CC(=O)N1CCC2(CC1)C(C#N)=C(N)Oc1n[nH]c(CSc3ccc(C)cc3)c12 | 42% | i | -8% | -12% | -6%[57.5 µM] | ? | -1% | -6 | 6%
CN(C(=O)COC(=O)c1ccc2c(c1)OCCO2)c1ccccc1 | 23% | i | 5% | -19% | i | 17% | -3% | -16 | -33%[inhibitor]
CCn1c(-c2ccc(F)cc2)n[nH]c1=S | -13% | i | 3% | -14% | -26% | -6% | -10% | -88* | 13%[9.22 µM]
O=C(c1cc(Cl)ccc1F)N1CCCC(Nc2ccc3c(c2)OCCO3)C1 (configuration not stated) | 34% | i | -3% | 11% | i | -4% | 0% | 11 | 0%
CS(=O)(=O)c1ccc(-c2nnn(CC(=O)N3CCCCC3)n2)cc1 | 3% | i | 7% | -12% | i | 14% | 7% | 1 | 5%
Cc1ccc(NC(=O)CN2C(=O)c3cccnc3Sc3ccccc32)cc1C | 8% | . | . | 0% | i | 4% | . | . | 8%
Cc1cccc(CCNC(=O)C2CCN(c3nc4ccccc4nc3C(F)(F)F)CC2)c1 | -10% | . | . | 20% | i | 8% | . | . | 2%
COc1nccnc1NS(=O)(=O)c1ccc(NC(=S)NC(=O)c2cccc(F)c2)cc1 | . | i | 11% | 0% | -4% | 10% | -12% | -62* | -11%
CC1(C)Cc2c(c(N3CCCCC3)[nH]c(=S)c2C#N)CS1 | . | i | -1% | 3% | -10% | -5% | 4% | 7 | 10%
COC(=O)c1ccc(C(=O)N=c2sccn2C)cc1 | -15% | i | 10% | -1% | -4% | 11% | -10% | -7 | -10%
CCC[C@@H](CN1CCC[C@H]1CN1C(N)=NC[C@H]1C(C)C)N1C[C@@H](Cc2ccccc2)N(CCCC2CCCC2)C1=N | 5% | i | -2% | 6% | -4% | 6% | -11% | 2 | -8%
Cc1ccc(C(=O)OCC(=O)Nc2cc(F)ccc2F)cc1NC(=O)c1ccco1 | 32% | i | -2% | 20% | -12%[57.5 µM] | 0% | 0% | 28 | 5%
CC1(C)CCC(=O)N2CC[C@H]3C[C@H](OC(=O)Nc4ccccc4)C[C@@H]1[C@H]32 | -26% | i | 6% | -17% | -18% | 2% | -7% | -1 | ?
COc1ccc(CCC(=O)N/N=C(\C)c2ccc3c(c2)OCO3)cc1 | 9% | i | 0% | 12% | -13% | 21% | -5% | 3 | 3%
Continuation:
SMILES | FUS yeast rescue | Akt phos inh | GLP1R ag | TDP-43 yeast inh | PTHR1 agonist | GLP-1R inv ag | aSyn rescue | DRD3 antagonist | Abeta rescue
CCCOc1ccc2c3c(c(=O)oc2c1OCCC)CCC3 | 43% | . | ? | 20% | ? | 0% | -25% | 33 | -14%
Cc1ccc(Cl)cc1-n1c(=O)cc(N2CCN(c3ccccc3)CC2)[nH]c1=O | 29% | . | . | 14% | i | 17% | . | . | -9%
Cc1cc(C)nc(NS(=O)(=O)c2ccc(NC(=O)c3ccccc3[N+](=O)[O-])cc2)n1 | -5% | i | 1% | -3% | i | 12% | -1% | -14 | -7%
Cc1cc(-c2ccc(F)cc2)nc2cc(C(N)=O)nn12 | 25% | i | 5% | -2% | -5%[57.5 µM] | 30% | -1% | -76* | -2%
COc1cc(C(=O)Nc2ccc3oc(-c4cccnc4)nc3c2)cc(OC)c1OC | 20% | i | 11% | 33% | -29% | ? | -2%&1% | 18 | -9%
C[C@H](CO)N1C[C@H](C)[C@H](CN(C)Cc2cccc(C(F)(F)F)c2)OCc2ccccc2-c2c(n(C)c3ccccc23)C1=O | 2% | i | -1% | 21% | i | 18% | 2% | 3 | -8%
COc1cccc(N2CCN(S(=O)(=O)c3ccc4c(c3)N(C(C)=O)CCO4)CC2)c1 | 22% | i | -4% | -5% | -34%[inhibitor] | -11% | 3% | -3 | 12%
CCCCn1c(N)c(N(CCC(C)C)C(=O)c2ccc([N+](=O)[O-])o2)c(=O)[nH]c1=O | 9% | i | -9% | 14% | i | -17% | -8% | 5 | 13%
CCc1ccc(C(=O)c2cncc(Br)c2)cc1 | -29% | i | -22% | 13% | i | ? | 2% | 1 | -7%
Cn1c(=O)[nH]c(=O)c2c1nc(SCCO)n2Cc1ccccc1Cl | 2% | i | 15% | -21% | -33%[inhibitor] | 138%[activator] | -4% | -3 | 7%
CCCCOc1ccc(CONS(=O)(=O)c2ccc(NC(C)=O)cc2)cc1Cl | . | i | 9% | 2% | -92%[inhibitor] | -5% | -12% | 68 | 8%
O=C(CCl)Nc1ccc(S(=O)(=O)Nc2nccs2)cc1 | 15% | i | 1% | -5% | i | ? | 3% | 8 | 11%
CCC(c1nnc(SCC(=O)Nc2cc(S(C)(=O)=O)ccc2Cl)n1Cc1ccccc1)N(C)C (configuration not stated) | . | i | 0% | -26% | -13% | 14% | 1% | 14 | 5%
COC(=O)c1sccc1S(=O)(=O)NCc1ccc(S(N)(=O)=O)cc1 | 31% | i | -12% | -2% | i | 3% | -7% | -20 | 1%
COCCCNC(=S)N1CCC(C(=O)c2ccc3c(c2)OCCO3)CC1 | 15% | i | 3% | -1% | -2% | 2% | -1% | -11 | -1%
CN1CCOCCOCCN(C)C(=O)N2CCOCCOCCN(CCOCC2)C1=O | -6% | i | -7% | -23% | -24%[57.5 µM] | 3% | 2% | -16 | -9%
O=C(/C=C\Nc1ccc2c(c1)OCO2)c1ccccn1 | . | i | -31%[inhibitor] | 0% | -94% | 328%[activator] | -16% | -19 | -26%
Cc1ccc(/C=N/NC(=O)c2c(C)nc3ccc(Br)cn23)cc1 | -19% | i | -2% | 9% | i | ? | -2% | -9 | -7%
Cc1cccc(NS(=O)(=O)c2ccc(C)c(C(=O)N(C)C)c2)c1 | 17% | i | -4% | 18% | -19% | 0% | 1% | 6 | 4%
Cc1ccc(COC(=O)c2ccc(-c3nnn(Cc4ccc(C)cc4)n3)cc2)cc1 | -9% | . | 7% | 15% | -9% | 8% | -6% | . | -14%
C=CCNc1cc(N2CCCC2)ccc1[N+](=O)[O-] | -5% | i | 37% | 14% | -8% | 21% | 3% | -5 | -2%
O=C(NCCc1ccc(Cl)cc1)C1CCN(C(=O)N2CCOc3ccccc32)CC1 | 16% | i | 16% | 21% | -69%[inhibitor] | ? | 9% | -12 | -1%
O=C(COc1ccc([N+](=O)[O-])cc1)NCC(c1cccs1)N1CCOCC1 (configuration not stated) | -2% | i | 4% | -1% | -8% | -7% | -7% | 12 | 0%
O=C(OCN1C(=O)C(=O)c2ccccc21)c1ccc(Cl)cc1 | -14% | i | 1% | -89%[inhibitor] | -21% | 18% | -68%[inhibitor] | -12 | -89%[inhibitor]
Cc1cccc(NC(=O)CSc2nsc(SCC(=O)Nc3cccc(C)c3)c2C#N)c1 | -15% | i | 12% | 2% | i | 18% | 0% | -20 | -17%
Going on with the list:
SMILES | FUS yeast rescue | Akt phos inh | GLP1R ag | TDP-43 yeast inh | PTHR1 agonist | GLP-1R inv ag | aSyn rescue | DRD3 antagonist | Abeta rescue
CCN(CC)S(=O)(=O)c1ccc2oc(SCc3ccc(F)cc3)nc2c1 | 6% | i | 7% | 0% | -22%[57.5 µM] | 11µM* | -2% | 19 | 2%
CN(C)CCCn1c2c(c(SCC(=O)Nc3cccc4ccccc34)nc1=O)CCCC2 | 29% | i | 1% | 6% | -21% | ? | 6% | 16 | 15%
CCOc1ccccc1C(=O)NC1CCN(CC(=O)Nc2cc(OC)ccc2OC)CC1 | -13% | i | -2% | 1% | i | 4% | 0% | 7 | -2%
C=CCC1(CC=C)CCCN1C(=O)Cn1nnnc1CN(C)C(C)C | -11% | i | 10% | 7% | -20% | 11% | 0% | -1 | -3%
O=[N+]([O-])c1cccc(-c2ccc(/C=N/n3c(-c4ccccc4)n[nH]c3=S)o2)c1 | . | i | -4% | 16% | i | 1% | 5% | -7 | 3%
CSCCC(NC(=O)C1CCCCC1)c1nc2ccccc2[nH]1 (configuration not stated) | 21% | i | 5% | 5% | i | 10% | -1% | 4 | 7%
